AT treatment = potential ataxia-telangiectasia treatment | […] A-T fibroblasts, KAP-1 phosphorylation AlphaLISA; neocarzinostatin DNA damage 30 min before lysis | Potency, µM (highest dose often 57.5 µM), without a hit: at the highest dose activation, usual class: activators | hit rate 0.19% among 320,000 | AID 485349; note: potency is the fitted concentration of half-maximal effect; % of control where 0% means no effect; nearly all actives have a fitted effect of over 45% in size
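ATM-like activity read as KAP-1 phosphorylation via AlphaLISA donor/acceptor antibody pairs after lysis and 6 hr at 25C. Cells were ATM-null patient fibroblasts ([…], hTERT), dosed 60 min, then exposed to the DSB inducer NCS for 30 min.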
TRPV1 ag = human TRPV1 agonism; hit rate 0.19% among 320,000; TRPV1-expressing cells, Fluo-8 calcium influx, agonist mode; AID 540275; activation, % at 8.33 µM; in the data active = activation above about 80%; inconclusive = between about 30% and that limit; note: 0% is about no effect
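TRPV1-expressing cells were cultured overnight at 35.5C and loaded with Fluo-8 calcium dye for 40 to 90 min at room temperature. After a 10 s baseline, compound was added and calcium influx was read kinetically for 3 min (ex 480/em 520 nm).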
ELG1 DNA repair = ELG1-dependent DNA repair inhibition | HEK293T ELG1-luciferase reporter, luminescence, 16 h; DNA damage induced by 5-fluorouridine | Potency, µM (titrated, usually from 46.1 µM), for inactives: top-dose activity change, negative = inhibition, most hits filed as inhibitors | hit rate 2.3% among 330,000 | AID 504467; note: potency is the fitted concentration of half-maximal effect; % is set by controls: 0 for no effect and ±100 for the full control effect; nearly all actives have a fitted effect of over 55% in size
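5-Fluorouridine DNA damage + compound/DMSO, 2,000 cells/well, 16 h, 37 °C/5% CO2. ONE-Glo, 30 min RT, luminescence. Readout = decrease in reporter signal.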
BRCA1 expr up = increases BRCA1 expression; Potency, µM (series often up to 46.1 µM), for the others: at the top dose activation, hits mostly activators; AID 624202; hit rate 1.1% among 380,000; MCF7-BRCA1-FFLuc reporter, luminescence, 48 h; response scale: scaled: vehicle 0%, 10 µM genistein 100%; note: potency is the fitted concentration of half-maximal effect; nearly all actives have a fitted effect of over 80% in size; some results filed as inactive show a strong effect at the top dose
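48 h compound treatment of MCF7-BRCA1-FFLuc cells (phenol-red free MEM, 37 °C), then 15 min with luciferase substrate and luminescence imaging.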
a7 integrin act = integrin-mediated muscular dystrophy alleviation activation | alpha7betagal myoblasts, beta-gal FDG fluorescence, 48 h | Potency, µM (highest dose often 38.3 µM), inactives show at the top dose activation, hits mostly activators | hit rate 0.064% among 350,000 | AID 624291;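 note: potency is the fitted concentration of half-maximal effect; 100% = response of the positive control SU9516; nearly all actives have a fitted effect of over 60% in size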
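alpha7betagal+/- myoblasts (passage 13, 250/well) treated 48 h at 37C with compounds at 1:260 dilution of DMSO stock. Lysed, then beta-galactosidase activity read as FDG fluorescence (ex 480/em 540) after 30 min, with pre-read for autofluorescence.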
TSG101-PTAP inh = blocks PTAP/TSG101 interaction to inhibit HIV-1 budding; Q99816; Fluorescence polarization, FITC-PTAP peptide / Tsg101 binding; Potency, µM (top dose mostly 115 µM), for inactives: at the top dose activity change, negative = inhibition, hits mostly inhibitors; 340,000 tested, under 10 active; AID 493005; active = well fitted inhibition curve with a large enough effect in the main read-out, with a control signal flat, not every such curve was filed as active; inconclusive = small, poorly fitted or top-dose-only effect, or effect the other way, or a change in a side signal; inactive = no such curve, though single readings can be large or run the other way; note: potency is the fitted concentration of half-maximal effect; % of control where 0% means no effect
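FP read-out: FITC-PTAP peptide, 50 nM final, binding Tsg101 binding domain, 10 uM final; 20 min, r.t.; 10 mM HEPES pH 7.5, 0.15 M NaCl, 0.01% Tween 20, 3 mM EDTA, 0.1 mM TCEP.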
p53 reactivator = mutant p53 re-activation in reporter cells; H1299 p53-A138V BP100-luciferase reporter, luminescence, 24 h; Potency, µM (highest dose often 92.2 µM), for inactives: at the highest dose activity change, positive = activation, hits mostly activators; hit rate 0.063% among 320,000; AID 504706; note: potency is the fitted concentration of half-maximal effect; % of control where 0% means no effect; nearly all actives have a fitted effect of over 45% in size
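p53-null H1299 cells stably carrying temperature-sensitive p53-A138V and a BP100-luciferase reporter were pinned with compounds (4-point, 1:5 series) and held 24 hrs at 37 deg C. Luminescence was read 10 min after detection reagent.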
TCR act = activators of T cell receptors | primary human leukocytes, anti-CD3, IL-2 HTRF, 48 h | Potency, µM (titrated, usually from 9.22 µM), inactives show top-dose activation of IL-2 secretion, hits mostly activators | 330,000 tested, under 10 active; note: % of control where 0% means no effect
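Primary human leukocytes were stimulated with a-CD3 beads plus compounds for 48 hr without co-stimulation; secreted IL-2 was quantified by HTRF using a-IL-2-K (europium cryptate) and a-IL-2-d2, excited at 320nm with acceptor emission read at 665nm.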
CXXC DNA block = MLL CXXC-DNA interaction inhibition; AID 2662; Potency, µM (titrated, usually from 115 µM), for the others: top-dose activity change, negative = inhibition, actives largely listed as inhibitors; hit rate 0.037% among 290,000; Q03164; MLL-CXXC / FITC-HOXA9 DNA fluorescence polarization; active = well fitted inhibition curve with a large enough effect in the polarisation, with a control signal flat, not every such curve was filed as active; inconclusive = small, poorly fitted or top-dose-only effect, or effect the other way, or a change in a side signal; inactive = no such curve, though single readings can be large or run the other way; the % refers to the polarisation; note: potency is the fitted concentration of half-maximal effect
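Purified MLL-CXXC (added from a 7 uM solution) was preincubated 5 min at ambient with pinned compounds in 50 mM Tris-HCl pH 7.5, 50 mM NaCl, 1 mM DTT, 0.05% BSA. Fluorescein-labeled HOX-A9 DNA (50 nM solution) followed, 30 min, then polarization read.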
B2AR arrestin = agonists driving beta-arrestin recruitment to human beta2-adrenergic receptor. hit rate 0.02% among 330,000. beta-arrestin recruitment to beta2AR, cell-based reporter. Potency, µM (doses to about 46.1 µM), without a hit: top-dose activation, usual class: activators. P07550;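 note: potency is the fitted concentration of half-maximal effect; 0% = DMSO controls and full agonism = EC100 isoproterenol or metaproterenol; nearly all actives have a fitted effect of over 65% in size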
* = called active by the depositor; ? = inconclusive; · = not tested or not shown; & = joins results of further samples; [ ] = remark or other dose. Unless noted, calls come from the whole dose curve; as a rule, active = well fitted curve in the direction sought with a large enough effect; inconclusive = small, poorly fitted or top-dose-only effect, or another doubt; inactive = no such curve, though single readings can be large; an effect the other way counts as inactive or inconclusive.

SMILES	AT treatment	TRPV1 ag	ELG1 DNA repair	BRCA1 expr up	a7 integrin act	TSG101-PTAP inh	p53 reactivator	TCR act	CXXC DNA block	B2AR arrestin
CN(CCOC(=O)c1cccc(Br)c1)C(C)(C)C	8%	-3	15%	4%	1%	-1%	6%	-4%	-5%	-0.6%
CCOc1ccc(S(=O)(=O)/N=C(\N)c2ccccc2)cc1	14%	0	23µM*	0%	-13%	-2%	1%	3%	11%	0.0%
COc1ccccc1C(=O)Nc1cccc(-c2cn3ccsc3n2)c1	14%	5	?	·	·	·	9%	·	3%	0.0%
Cc1cc(SCC(=O)NN)c2cc(Br)ccc2n1	13%	2	6%	-35%	-51%[inhibitor]	28%	15%	-5%	1%	0.8%
COc1ccc(Cc2nnc(SCC(=O)Nc3ccc(N4CCOCC4)cc3)o2)cc1	4%	1	-8%	0%	6%	-10%	2%	1%	4%	-0.2%
CCCNC(=O)C1CCN(S(=O)(=O)c2ccc(-c3nn[nH]n3)cc2)CC1	-3%	-2	0%	2%	25%	-6%	4%	-4%	2%	-0.4%
CC1=CC(=O)CC(C)(C)C1(O)/C=C/C(C)=C/C(=O)O (stereo not given)	5%	2	21%	7%	13%	-7%	0%	-1%	-3%	-0.4%
COC(=O)c1nc2n(n1)C(c1ccc(OC)c(OC)c1OC)C1=C(CCCC1=O)N2 (stereo not given)	10%	7	16%	-7%	-7%	-2%	-7%	-3%	-7%	-0.4%
O=S(=O)(c1ccccc1)c1nc(-c2ccccc2)oc1NCCCN1CCOCC1	-1%	12	-1%	-13%	24%	-1%	-6%	-1%	-2%	0.3%
CC(C)Oc1ccc(C(CC(=O)O)n2cnnn2)cc1 (stereo not given)	4%	0	10%	5%	-19%	-2%	2%	-1%	0%	0.0%
COc1ccccc1CNC(=O)C1COc2ccccc2O1 (stereo not given)	4%	10	?	79%	8%	-7%	6%	-5%	3%	-0.1%
O=C(Nc1ccccc1)N1CCC(C(=O)N2CCN(S(=O)(=O)c3cccc(F)c3)CC2)CC1	0%	-4	-7%	7%	6%	1%	-1%	-7%	-10%	-0.2%
Cc1ccc2c3c1C1(C(=O)N3C(C)(C)CC2C)C(C#N)=C(N)Oc2cc(O)ccc21 (stereo not given)	-7%	-3	-7%	-63%	-16%	-6%	-11%	·	5%	-0.2%
c1ccc(Oc2ccccn2)cc1	·	·	·	-25%	3%	-2%	·	-2%	·	·
COCCC(=O)N1CCC(Oc2ccc(C(=O)NC3CCCCC3)cc2)CC1	9%	-1	0%	-6%	2%	-3%	·	-14%	3%	0.1%
CC1(C)CC(=O)C2=C(C1)OC(N)=C(C#N)C2c1cccs1 (stereo not given)	-3%	-1	-3%	4%	-6%	-1%	-1%	-1%	-22%	0.0%
COc1ccc(-c2noc(CN(C)CCC3CCCCO3)n2)cc1 (stereo not given)	-5%	4	8%	8%	-19%	2%	-5%	5%	29%	0.2%
O=C(N/N=C/c1ccccc1O)c1cc[n+]([O-])cc1	-8%	-1	0%	-3%	?	-1%	7%	5%	?	-0.1%
Cc1cccc(N2CC(c3nc4ccccc4[nH]3)CC2=O)c1 (stereo not given)	1%	7	8%	-2%	-4%	-3%	-3%	-4%	-3%	-0.4%
Cc1ccccc1OCCC(=O)OCC(=O)NCCc1ccc(S(N)(=O)=O)cc1	-8%	2	11%	0%	?	-1%	0%	-3%	·	0.0%

Compounds shown so far with an NH in an aromatic ring:
SMILES	AT treatment	TRPV1 ag	ELG1 DNA repair	BRCA1 expr up	a7 integrin act	TSG101-PTAP inh	p53 reactivator	TCR act	CXXC DNA block	B2AR arrestin
CCCNC(=O)C1CCN(S(=O)(=O)c2ccc(-c3nn[nH]n3)cc2)CC1	-3%	-2	0%	2%	25%	-6%	4%	-4%	2%	-0.4%
Cc1cccc(N2CC(c3nc4ccccc4[nH]3)CC2=O)c1 (stereo not given)	1%	7	8%	-2%	-4%	-3%	-3%	-4%	-3%	-0.4%

Next part:
SMILES	AT treatment	TRPV1 ag	ELG1 DNA repair	BRCA1 expr up	a7 integrin act	TSG101-PTAP inh	p53 reactivator	TCR act	CXXC DNA block	B2AR arrestin
O=C(COC(=O)c1ccc(Cl)c(Cl)c1)Nc1cccnc1Cl	4%	16	-2%	-12%	14%	-2%	1%	4%[46.1 µM]	-2%	-0.2%
CC1(C)CC2(CCCN3C(=O)CSC32)CCS1 (stereo not given)	22%	·	12%	1%	9%	-4%	-2%	-9%	-4%	-0.2%
O=C(O)CCC(C(=O)O)n1c(O)c(C2=c3ccccc3=NC2=O)sc1=S (stereo not given)	-7%	2	-2%	-5%	-43%	-10%	2%	6%	-5%	-0.1%
CCOC(=O)C1CCN(Cc2coc3c(Cl)cc(Cl)cc3c2=O)CC1	2%	-3	1%	-1%	3%	0%	1%	-1%	-9%	0.5%
CCCCC(Sc1nc(C)c(Cc2ccccc2)c(=O)[nH]1)C(=O)O (stereo not given)	1%	4	0%	4%	20%	-5%	12%	·	?	2.0%
C/C(=N\NC(=O)c1nn(C)cc1Br)c1cccc(NC(=O)C2CCCC2)c1	2%	18	?	45%	?	-8%	?	3%	-4%	-1.0%
COc1ccc(Oc2ccc(N/C=C3\CCCC3=O)cc2)cc1	-2%	?	-2%	24%	2%	0%	-3%	2%	3%	-0.4%
Cn1cccc1C(=O)NNC(=O)COc1ccc(C#N)cc1	-6%	-3	?	-31%	1%	-1%	-2%	-6%	·	-0.4%
CCCc1ccc(S(=O)(=O)Nc2ccc(C)c(NS(C)(=O)=O)c2)cc1	?	·	-13%	-17%	10%	-5%	-1%	-1%	6%	-0.2%
O=C(N/N=C/c1c[nH]c2ccccc12)c1cc(Cl)ccc1O	1%	-5	?	35%	?	-5%	7%	1%	-16%	0.3%
COc1ccc(NC(=O)CCC(=O)N/N=C/c2cn(C)nc2C)cc1	-11%	5	9%	4%	-6%	0%	-3%	-4%	-1%	-1.4%
C(=C\c1ccccc1)/CN1CCN(C(c2ccccc2)c2ccccc2)CC1	12%	3	-27%	-7%	·	-3%	0%	2%	-5%&1%	·
CN(C)CC1CCC/C(=C\c2ccc(OC(=O)/C=C/c3ccccc3)cc2)C1=O (stereo not given)	·	·	·	-51%	-19%	0%	·	-1%	·	·
O=C(Nc1cc(SCCO)cc([N+](=O)[O-])c1)c1ccco1	11%	1	-19%	-5%	24%	-1%	-7%	1%[46.1 µM]	-2%	0.4%
CC(C)N(Cc1ccccc1)S(=O)(=O)c1ccc2c(c1)NC(=O)CO2	5%	18	17%	-2%	5%	-3%	1%	-11%	0%	0.1%
O=C(CSc1n[nH]c(=O)n1-c1ccccc1)N1CCOCC1	24%	3	6%	2%	1%	-2%	-13%	1%	8%	-0.8%
Cc1ccc(C)c(NC(=O)COc2cccc3c2CCN(Cc2ccccc2C)C3=O)c1	3%	-2	?	-41%	3%	10%	9%	1%[46.1 µM]	-6%	-0.3%
CC1CN(C(=O)CSc2nc(-c3ccccc3)cs2)CC(C)O1 (stereo not given)	3%	-2	-9%	?	?	-13%	0%	-5%	-3%	-1.9%
CCN1CCN(C(=O)CN2C(=O)COc3ccc(S(=O)(=O)N4CCOCC4)cc32)CC1	-1%	1	16%	0%	-13%	-6%	0%	15%	11%	0.3%
FC(F)(F)c1cc(N2CCOCC2)nc(-c2ccccc2)n1	-2%	16	1%	-6%	4%	-7%	-4%	-2%[46.1 µM]	20%	0.1%
Cc1ccc(-c2noc(CCC(=O)N3CCN(c4cc(C)ccc4C)CC3)n2)cc1	10%	·	10%	13%	-19%	-9%	6%	-1%[46.1 µM]	·	-0.4%
COc1cccc2cc(C(=O)Nc3ccccc3C)/c(=N/O)oc12	5%	2	?	0%	-67%[inhibitor]	-6%	21%	-3%	18%	-0.3%
Cn1c(=O)[nH]c(=O)c2c1nc(SCCC(=O)O)n2Cc1cccc(Br)c1	-10%	-10	0%	0%	9%	-5%	-34%[inhibitor]	6%	-16%	0.2%
O=C(CC(=O)NN=C1CCCCCC1)NCc1cccnc1	2%	1	2%	0%	19%	1%	-2%	9%	-1%	-0.8%
CC1(C)Cc2c(sc(NC(=O)c3ccco3)c2C(=O)O)CO1	0%	-2	?	54%	1%	-2%	18%	-5%	-14%	-0.2%
Cn1c(=O)oc2cc(S(=O)(=O)N3CCCC(C(=O)Nc4ccccn4)C3)ccc21 (stereo not given)	16%	-1	-8%	-17%	-11%	-7%	-4%	2%	1%	-0.6%
C/C(=N\N(Cc1ccccc1)c1ccccc1)c1ccncc1	2%	10	2%	37%	21%	-2%	0%	·	4%	0.0%
CCN(CC)CCn1c2ccccc2c2cnc(N=CN(C)C)c(C#N)c21	-2%	?	-14%	-31%	-34%	-6%	-20%	4%	-14%	0.1%
CN(C)c1nc(NCc2ccccc2)nc(N/N=C/c2ccc(Br)cc2)n1	0%	3	-2%	-4%	17%	-1%	-6%	3%	17%	0.2%
Cc1cc(C)nc(NC(=NCCc2c[nH]c3ccccc23)NC(=O)C(C)(C)C)n1	4%	25	?	-22%	-4%	0%	-1%	-2%	5%	-0.5%
